# PhoP GFP inhibition – PhoP regulon inhibitors, Salmonella typhi PhoP promoter GFP reporter, confirmatory (AID 1850); Salmonella Typhi PhoP-promoter GFP reporter, fluorescence, 4 h; higher % means a stronger effect; inhibition, % at 50 µM, or IC50 in µM where a hit was titrated; actives 0.33% (n = 310,000); in the data active = a potency from the dose series; inconclusive = inhibition mostly from about 25% at the one dose, without a potency; inactive = the rest, 99 in 100 with inhibition below about 19%;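 also: 0% = induced wells with vehicle and 100% = uninduced wells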
# influenza NS1A – H1N1 influenza NS1A inhibitors, functional cell based assay (AID 504329); one-dose inhibition, % at 12.5 µM; IC50 in µM for titrated hits; NS1A functional cell-based assay, percent inhibition; higher % means a stronger effect; actives 0.3% (n = 340,000); in the data active = a potency from the dose series; inconclusive = inhibition above about 27% without an active follow-up result; also: strong numbers were not always called active
# H37Rv inhibition – M. tuberculosis growth inhibition, HTS (AID 449762) | M. tuberculosis H37Rv growth inhibition, 7H9 media; higher % means a stronger effect | one-dose inhibition, % at 25 µM; IC50 in µM for titrated hits | actives 0.59% (n = 330,000); in the data active = a potency from the dose series; inconclusive = inhibition above about 70% without an active follow-up result;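 also: bacterial growth assessed after seven days of incubation; strong numbers were not always called active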
# inhibitors of VEEV – inhibitors of VEEV TC-83 cytopathic effect, confirmation, Vero cells (AID 588727); inhibition, % at 20 µM, or IC50 in µM where a hit was titrated; actives 0.13% (n = 350,000); Vero cells, VEEV TC-83 cytopathic effect inhibition; higher % means a stronger effect; in the data active = a potency from the dose series; inconclusive = inhibition mostly from about 14% at the one dose, without a potency; inactive = the rest, 99 in 100 with inhibition below about 12%; also: strong numbers were not always called active
# tuberculosis growth – growth inhibition of non-replicating M. tuberculosis (AID 488890) | actives 0.39% (n = 320,000) | Mycobacterium tuberculosis non-replicating, growth inhibition; higher % means a stronger effect | inhibition, % at 25 µM, or IC50 in µM where a hit was titrated; in the data active = a potency from the dose series; inconclusive = inhibition mostly from about 82% at the one dose, without a potency; inactive = the rest, 99 in 100 with inhibition below about 76%;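 also: plate controls were DMSO cells for no effect and high antibiotic wells for full effect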
# inhibitors of VEEV 10K pilot screen – also measured in inhibitors of VEEV; calls as there; inhibition, %; measured here: 10K pilot screen inhibition
# * marks the source's active call; other numbers are inactive results; i = inactive; ? = inconclusive; / = not tested or not shown.
SMILES,PhoP GFP inhibition,influenza NS1A,H37Rv inhibition,inhibitors of VEEV,tuberculosis growth,others
COc1ccc(-c2noc3c2-c2nc(-c4c(F)cccc4F)sc2CC3)cc1,-1%,11%,3%,3.6%,7%,
CC(C)CCN1CCN(C2CCN(c3ccc4c(c3)OCO4)CC2)CC1CCO (stereo not drawn),0%,3%,-3%,0.2%,2%,
Cc1ccc(-c2n[nH]c(=S)n2/N=C/c2cccs2)cc1,4%,6%,-1%,1.8%,38%,
O=C(NC(=S)N1CCN(c2ccc(F)cc2)CC1)C12CC3CC(CC(C3)C1)C2,1%,-5%,1%,i,-13%,
O=C(Nc1ccc(F)cc1)c1cccnc1N1CCCCC1,-5%,0%,-1%,0.5%,8%,
Cn1c(=O)cc(SCC(=O)NCCC2=CCCCC2)c2ccc(Cl)cc21,-17%,20%,-1%,1.2%,-8%,
Cc1ccccc1Cn1cnc2c([N+](=O)[O-])c(C)c(C)cc21,5%,2%,-19%,1.4%,28%,
Cc1cc(NC(=O)CN(C)CC(=O)Nc2ccc(Cl)c(C(F)(F)F)c2)no1,/,2%,6%,i,24%,
C=CCNC(=S)NNC(=O)c1ccc(Br)o1,-8%,-11%,-5%,0.9%,-8%,
Cc1ccccc1CN1CCN(C(=O)c2ccco2)CC1,6%,-3%,-1%,0.2%,6%,
COc1ccccc1N1CCN(Cc2nc3ccccc3[nH]2)CC1,11%,6%,5%,i,9%,
CCOc1ccc(NC(=S)N(CCN2CCOCC2)Cc2ccc3c(c2)CCCN3CC)cc1,14%,0%,3%,0.3%,36%,
O=[N+]([O-])c1c(N2CCN(CCO)CC2)nc2ccccn12,-3%,19%,13%,i,-15%,
CC(=O)C1=C(NC(=O)c2ccc(C(F)(F)F)cc2)C[C@@H]2[C@H]1C2(C)C,5%,-7%,-1%,0.2%,-8%,
Cc1ccc2c(c1)N(CC(=O)NCc1cccnc1)C(=O)CO2,2%,-3%,-1%,0.8%,5%,
C[C@H](NC(=O)CCCOc1ccc(Cl)cc1Cl)c1nnc2ccccn12,8%,1%,-2%,0.4%,5%,
O=C(O)c1ccccc1C(=O)NCc1c(Cl)cccc1Sc1ccc(Cl)cc1,-1%,-3%,13%,2.7%,13%,
CCn1c(SCC(=O)NC2=NCCS2)nnc1C(C)NC(=O)c1ccccc1Br (stereo not drawn),4%,-3%,-9%,i,-17%,
CC(C)c1nnc(NC(=O)CCC(=O)NC2CCCc3ccccc32)s1 (stereo not drawn),6%,1%,-3%,4.8%,6%,
CC(NC(=O)COc1ccc([N+](=O)[O-])cc1)c1ccccc1 (stereo not drawn),2%,3%,-11%,i,15%,inhibitors of VEEV 10K pilot screen=0.1
c1ccc(OCc2nn3c(-c4ccco4)nnc3s2)cc1,-4%,-21%,11%,1.8%,?,
CC(=O)c1ccc(C(=O)N2CCc3c([nH]c4ccccc34)C2c2ccccn2)s1 (stereo not drawn),1%,-4%,5%,5.8%,20%,
CCCCNCCOCCSc1ccc(Cl)cc1,0%,1%,0%,i,?,
CCc1ccc(C(=O)COC(=O)c2nn(C)c(=O)c3ccccc23)cc1,-15%,1%,6%,0.6%,19%,
O=C(NNC(=O)C1CC=CCC1C(=O)O)c1ccc(Cl)cc1 (stereo not drawn),6%,-8%,-3%,0.4%,-13%,

# Part of the list above in order of molar mass, low to high.
SMILES,PhoP GFP inhibition,influenza NS1A,H37Rv inhibition,inhibitors of VEEV,tuberculosis growth,others
C=CCNC(=S)NNC(=O)c1ccc(Br)o1,-8%,-11%,-5%,0.9%,-8%,
COc1ccccc1N1CCN(Cc2nc3ccccc3[nH]2)CC1,11%,6%,5%,i,9%,
Cn1c(=O)cc(SCC(=O)NCCC2=CCCCC2)c2ccc(Cl)cc21,-17%,20%,-1%,1.2%,-8%,
C[C@H](NC(=O)CCCOc1ccc(Cl)cc1Cl)c1nnc2ccccn12,8%,1%,-2%,0.4%,5%,
COc1ccc(-c2noc3c2-c2nc(-c4c(F)cccc4F)sc2CC3)cc1,-1%,11%,3%,3.6%,7%,

# Further entries follow.
SMILES,PhoP GFP inhibition,influenza NS1A,H37Rv inhibition,inhibitors of VEEV,tuberculosis growth,others
O=C(COc1ccc([N+](=O)[O-])cc1)NCc1ccccc1,5%,4%,-2%,8.6%,-12%,
Cn1nc(C(F)(F)F)cc1Oc1ncc(C(F)(F)F)cc1Cl,-7%,0%,-4%,1.3%,-16%,
CCOC(=O)c1c(Cl)c(C)nn1-c1nc(OC)cc(OC)n1,-11%,21%,11%,i,-17%,
Cc1nc2ccc(C(=O)N3CCN(Cc4ccccc4)CC3)cc2[nH]1,2%,-4%,1%,1.0%,-6%,
O=C(NCCC1=CCCCC1)c1cc2c(s1)CS(=O)(=O)C2,-5%,0%,-9%,3.3%,1%,
O=C(COc1ccccc1Br)N1CCN(C(=O)c2cccs2)CC1,/,-1%,-6%,3.2%,3%,
O=C(NNC(=O)c1c(F)cccc1F)c1sccc1-n1cccc1,18%,1%,4%,i,3%,
CN(CC(=O)Nc1ccc(Cl)c(C(F)(F)F)c1)C(=O)c1cc(-c2ccncc2)nc2ccccc12,3%,0%,?,i,39%,
CCC(=O)N(Cc1cccs1)C1CCOC(C)(C)C1 (stereo not drawn),10%,4%,-2%,1.2%,-3%,inhibitors of VEEV 10K pilot screen=0.0
O=C1C2ON(c3ccccc3)C(c3ccccn3)C2C(=O)N1c1ccc(Br)cc1 (stereo not drawn),10%,-10%,1%,i,61%,
Cn1c(SCC(=O)c2ccccc2)nc2cccnc21,5%,0%,-7%,3.8%,40%,
O=C(Nc1ccccc1)C1=C[C@@H](c2ccc3c(c2)OCO3)C[C@@H](OCCCCO)O1,3%,4%,15%,1.9%,26%,
CCc1cccc(NC(=O)CCS(=O)(=O)c2ccc3c(c2)NC(=O)CO3)c1,-2%,7%,-8%,0.6%,-1%,
O=C(COc1ccccc1)Nc1ccncc1,-7%,0%,2%,0.6%,49%,
C=CCN1C(=O)C(O)(CC(=O)c2ccccn2)c2ccccc21 (stereo not drawn),7%,-8%,9%,1.9%,26%,
CC(C)OCCOc1ccc2oc(-c3ccco3)cc(=O)c2c1,-6%,-4%,17%,0.5%,70%,
O=C(Cc1ccc([N+](=O)[O-])cc1)NNC(=O)c1ccc2c(c1)OCO2,-5%,-5%,-11%,5.4%,3%,
NS(=O)(=O)c1cccc(NC(=O)COC(=O)c2cc(Cl)ccc2[N+](=O)[O-])c1,6%,-3%,2%,0.7%,5%,
COc1ccc(C2/C=C\CN(C(=O)c3ccccc3)CC(=O)N2Cc2cccc(F)c2)cc1 (stereo not drawn),/,3%,/,2.2%,/,
Cc1cc(C)n(CCC(=O)N2CCCC(N3CCN(c4cccc(Cl)c4)CC3)C2)n1 (stereo not drawn),-6%,-2%,-11%,6.7%,5%,
CSc1oc(-c2ccc(F)cc2)nc1S(=O)(=O)c1ccc(F)cc1,3%,-2%,-3%,1.4%,-7%,
COc1ccc(N2C(=NC(=O)c3ccc(Br)cc3)SC3CS(=O)(=O)CC32)cc1 (stereo not drawn),/,-18%,-9%,2.9%,-5%,
Cc1ccc(C)c(SCC(=O)Nc2ccc(C)c(S(=O)(=O)N3CCOCC3)c2)c1,/,-4%,-16%,1.7%,38%,
COc1ccc(OCCC(=O)OCC(=O)Nc2cccc(Br)c2)cc1,3%,0%,-3%,0.7%,65%,
Cc1c(C=O)c2ccccc2n1CC(=O)O,2%,14%,-4%,i,6%,

# Taken from the results shown for reference:
SMILES,PhoP GFP inhibition,influenza NS1A,H37Rv inhibition,inhibitors of VEEV,tuberculosis growth,others
O=C(COc1ccc([N+](=O)[O-])cc1)NCc1ccccc1,5%,4%,-2%,8.6%,-12%,
Cn1nc(C(F)(F)F)cc1Oc1ncc(C(F)(F)F)cc1Cl,-7%,0%,-4%,1.3%,-16%,

# (cont.)
SMILES,PhoP GFP inhibition,influenza NS1A,H37Rv inhibition,inhibitors of VEEV,tuberculosis growth,others
COc1ccc(-n2c(SCC(=O)Nc3ccc4c(c3)OCO4)nnc2C(C)N2CCCCC2)cc1 (stereo not drawn),-1%,2%,-6%,5.7%,1%,
O=C(/C=C/c1cc2c(cc1Br)OCO2)NCc1ccc(F)cc1,-4%,-2%,-2%,i,0%,
COCCOC(=O)c1c(C)oc2ccc(NS(=O)(=O)c3cccs3)cc12,4%,-5%,6%,9.0%,3%,
Nc1ncnc2c1ncn2Cc1ccccc1,-7%,-9%,-1%,0.8%,-2%,
CC(=O)N1CCc2cc(S(=O)(=O)N3CCc4ccccc43)ccc21,6%,-6%,7%,i,13%,
S=C(Nc1cccc(Br)c1)c1ccccc1,-11%,8%,7%,0.8%,?,
CCn1c(O)c(N=Nc2cccc(S(=O)(=O)N3CCOCC3)c2)c(=O)n(CC)c1=S,-2%,2%,-2%,1.1%,10%,
COc1ccc2sc(N(CCCN(C)C)C(=O)c3ccc(S(=O)(=O)N4CCCC4)cc3)nc2c1,2%,10%,-2%,0.6%,5%,
COC(=O)c1ccc(CN2C(=O)NC3(CCCCC3C)C2=O)o1 (stereo not drawn),-5%,2%,-4%,0.6%,-6%,inhibitors of VEEV 10K pilot screen=2.4
Cc1cccc(C)c1OCC(=O)Nc1c(C)nn(C)c1C,-14%,-2%,-3%,1.3%,-11%,
CNC(=O)c1cc2ccccc2o1,-9%,-10%,1%,0.9%,-1%,
Cc1cc(Nc2ccccc2)nc(N2CCN(C(=O)c3ccc4c(c3)OCO4)CC2)n1,-2%,8%,-1%,1.8%,-2%,
CCOC(=O)C1(Cc2cccc(F)c2)CCN(C(=O)C2CCC2)CC1,-3%,7%,6%,i,2%,
N#Cc1ccncc1S(=O)c1ccc(Cl)cc1 (stereo not drawn),-15%,15%,2%,0.2%,-17%,
CN(C)CCc1nn[nH]n1,-8%,-3%,-4%,4.2%,8%,
O=C(CCC(=O)NNc1nc2ccccc2c2nc(-c3ccccc3)nn12)NCCCN1CCCC1=O,-6%,1%,9%,0.9%,16%,
COc1ccc(CCNC(=O)COC(=O)c2ccc(N3CCCC3=O)cc2)cc1,3%,-6%,2%,1.7%,-2%,
N#Cc1ccc(N[C@@H]2CCN3C(=O)c4ccccc4[C@@H]3C[C@H]2O)cc1,/,-8%,/,0.1%,/,
Cc1c(NS(=O)(=O)c2cccc(C(=O)NCc3cccc(Cl)c3)c2)c(=O)n(-c2ccccc2)n1C,/,-10%,/,5.7%,/,
Cc1cc2nc(CS(=O)(=O)c3ccccc3)cc(=O)n2[nH]1,-6%,-18%,-2%,i,11%,
CN(C)/C=N/S(=O)(=O)c1cccn1-c1ncc(C(F)(F)F)cc1Cl,-6%,-8%,-5%,0.7%,-5%,
Cc1ccc2nc(/C(C#N)=C/c3cn[nH]c3-c3ccc(F)cc3)[nH]c2c1,-2%,8%,21µM*,5.3%,-17%,
O=c1[nH]c2c(c(=O)n1-c1ccccc1)CCO2,/,-1%,/,i,/,
CN1CCc2c(sc3nc(NN)n(-c4ccc(Cl)cc4)c(=O)c23)C1,13%,1%,8%,i,-6%,
Cc1ccc(S(=O)(=O)N[C@@H](CCCCN)C(=O)CCl)cc1,5%,4%,14%,1.2%,-4%,
# Later entries
SMILES,PhoP GFP inhibition,influenza NS1A,H37Rv inhibition,inhibitors of VEEV,tuberculosis growth,others
COc1ccc(-c2cccc3c2NC(=O)C3=O)cc1OC,/,-2%,0%,0.7%,-3%,
CC(C)c1ccccc1NS(=O)(=O)c1cccs1,-10%,3%,-2%,i,20%,
CC(NS(C)(=O)=O)C(c1cccs1)N1CCN(c2ccccc2)CC1 (stereo not drawn),1%,32%,-13%,1.4%,-6%,
Cc1ccc(NC(=O)CSc2ncccc2C(=O)Oc2cccc([N+](=O)[O-])c2)cc1Cl,-8%,1%,-6%,0.3%,-5%,
Cc1ccc(S(=O)(=O)N(Cc2ccc(Cl)cc2)c2ccccc2C(=O)NCc2ccco2)cc1,-15%,24%,15%,5.8%,36%,
CC1=NCCN1S(=O)(=O)c1ccc(Br)c(C)c1,-4%,4%,11%,4.5%,1%,
CCC(=O)Nc1nc2c(OC)ccc(OC)c2s1,3%,0%,1%,11%,-3%,
CS(=O)(=O)N1CCN(c2ccc([N+](=O)[O-])cc2F)CC1,8%,0%,-4%,1.8%,-8%,
CCc1nnc2c(NCCc3ccccc3)nc3ccccc3n12,4%,-6%,1%,1.5%,-15%,
CCOC(=O)c1cc(-c2ccc(N)cc2)sc1N,-14%,2%,7%,2.3%,7%,
O=C1NC(c2ccccc2Cl)Nc2ccccc21 (stereo not drawn),-4%,-2%,-4%,6.3%,-13%,
CCOC(=O)c1cc(CC)sc1N1C(=O)CC(Sc2ccccc2C(=O)O)C1=O (stereo not drawn),10%,-6%,2%,0.6%,20%,
COC(=O)Cc1c(C)c2c(OCc3nn[nH]n3)cc(C)cc2oc1=O,-2%,15%,-12%,i,-2%,
